High-throughput results: PubChem BioAssay, National Center for Advancing Translational Sciences (NCATS)
D1 PAM: human D1 dopamine receptor positive modulation. P21728. HEK293 TREx D1 cells, calcium flux, dopamine EC20 potentiation. potentiation, % at 10 µM. hit rate 0.036% among 360,000. AID 504651; in the data active = potentiation above about 30%; also: 0% is about no effect
RXFP1 antag: blocks the human relaxin receptor RXFP1; activity change, negative = inhibition, % at 57.5 µM; HEK293-RXFP1, relaxin-stimulated cAMP HTRF, 30 min; active compounds read low; Q9HBX9; hit rate 0.59% among 350,000;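 active = activity change of -60% or lower, but not beyond a set lower limit; inconclusive = change between -60% and -40%, or beyond the set limit; inactive = change above -40%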; also: % is scaled to controls: 0 for no effect and ±100 for the full control effect
Target sequence (Q9HBX9 whole entry, looked up): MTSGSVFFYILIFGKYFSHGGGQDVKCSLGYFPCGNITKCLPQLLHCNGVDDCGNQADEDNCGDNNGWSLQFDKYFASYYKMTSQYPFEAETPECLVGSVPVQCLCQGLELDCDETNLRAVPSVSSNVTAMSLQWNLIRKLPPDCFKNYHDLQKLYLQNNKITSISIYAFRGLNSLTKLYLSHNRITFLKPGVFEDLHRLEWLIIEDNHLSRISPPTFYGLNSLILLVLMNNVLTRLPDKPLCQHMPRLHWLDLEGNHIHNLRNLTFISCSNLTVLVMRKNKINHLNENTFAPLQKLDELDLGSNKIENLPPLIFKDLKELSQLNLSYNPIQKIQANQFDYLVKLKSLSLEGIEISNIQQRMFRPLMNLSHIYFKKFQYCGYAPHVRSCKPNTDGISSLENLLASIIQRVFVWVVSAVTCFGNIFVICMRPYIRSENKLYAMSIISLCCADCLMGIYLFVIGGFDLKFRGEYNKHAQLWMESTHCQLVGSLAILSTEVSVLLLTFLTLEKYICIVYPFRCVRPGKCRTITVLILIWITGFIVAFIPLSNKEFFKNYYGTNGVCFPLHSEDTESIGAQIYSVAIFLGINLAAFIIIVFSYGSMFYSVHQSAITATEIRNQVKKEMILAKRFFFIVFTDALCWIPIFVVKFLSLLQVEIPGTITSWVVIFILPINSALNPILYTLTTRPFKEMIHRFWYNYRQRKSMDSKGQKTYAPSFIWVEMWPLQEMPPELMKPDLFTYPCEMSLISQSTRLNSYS
RXFP1 agonist: RXFP1 (human) receptor agonism; hit rate 0.3% among 370,000; HEK293T-RXFP1 cAMP TR-FRET, 30 min; response scale: percent of porcine relaxin response, buffer zero; Q9HBX9; Potency, µM (highest dose often 57.5 µM), for inactives: at the highest dose activation, usual class: activators; active = well fitted activation curve with a large enough effect; inconclusive = small, poorly fitted or top-dose-only effect; also: potency is read from the fitted curve at half-maximal effect; % is scaled to controls: 0 for no effect and ±100 for the full control effect; nearly all actives have a fitted effect of over 60% in size; many of its hits are not listed in these tables
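cAMP rise read by TR-FRET after 30 min, 37C compound exposure (up to 58 uM) in RXFP1-transfected HEK293 cells with Ro 20174 present. EC50 from Hill-equation fits, with 29 nM porcine relaxin as 100% and buffer as basal.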
TRHR enhancer: TRH receptor (human) allosteric enhancement; hit rate 0.66% among 360,000; P34981; enhancement, % at 2 µM; TRHR cells, fluo-8 calcium fluorescence, EC20 TRH enhancement; in the data active = enhancement above about 30%; also: 0% is about no effect
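TRHR-expressing cells loaded with fluo-8 calcium dye were read kinetically (ex 480/em 530) during compound addition, then stimulated with an EC20 of TRH (10 nM final). Enhancement of the Gq-mediated intracellular calcium response was scored.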
D2 potentiator: positive allosteric modulators of human D2 dopamine receptor; P14416; HEK293 T-REx D2, calcium flux, EC20 dopamine potentiation; potentiation, % at 10 µM; hit rate 0.34% among 340,000; AID 485347;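 active = potentiation over 3 SD above the plate norm, cut at about 30% in these data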; also: 0% is about no effect
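Potentiation of an EC20 dopamine calcium response is measured in a force-coupled, tetracycline-inducible Hek293 Trex D2 line. Compound-only kinetic reads over 180 s flag agonists before dopamine addition.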
D1 antagonist: blocks dopamine activation of the human D1 receptor; P21728; HEK293 TREx D1 cells, calcium flux, dopamine EC80; active compounds read low; activity change, negative = inhibition, % at 10 µM; hit rate 3.2% among 360,000; in the data active = activity change below about -30%; also: % is scaled to controls: 0 for no effect and ±100 for the full control effect
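After overnight tetracycline induction at 30 C, force-coupled D1 HEK293 cells took up a no-wash calcium dye at room temperature. Compounds were added and monitored 180 s, and the response to EC80 dopamine was then recorded.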
D1 agonist: activates the human D1 dopamine receptor. hit rate 1% among 360,000. P21728. activation, % at 2 µM. HEK293 T-REx D1 cells, calcium flux, agonist mode. AID 504660; in the data active = activation above about 30%; also: 0% is about no effect
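Inducible HEK293 T-REx D1 cells, force-coupled to calcium signalling, were plated at 4000 cells/well with tetracycline and held overnight at 30 C. After no-wash calcium dye loading, compound-evoked calcium rise over 180 s flagged agonists.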
D2 antag: D2 dopamine receptor (human) antagonism. inhibition, % at 10 µM. AID 485344. HEK293 TREx D2 cells, calcium flux, dopamine EC80. hit rate 2% among 340,000. P14416; in the data active = inhibition above about 30%; also: 0% is about no effect
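In this primary screen, negative modulation is detected by tracking calcium flux after an EC80 dopamine challenge in inducible HEK293 T-REx D2 cells preexposed to test compound for 180 s.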
D2 agonist: D2 dopamine receptor (human) agonism; activation, % at 2 µM; hit rate 0.53% among 340,000; HEK293 T-REx D2 cells, calcium flux agonist mode; P14416; AID 485358;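 active = activation over 3 SD above normal in the single-dose calcium agonist read, cut at about 30% in these data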; also: 0% is about no effect
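Tetracycline-induced HEK293 Trex cells with D2 receptor force-coupled to calcium signaling, plated overnight at 30 C and loaded with no-wash calcium dye. Calcium flux read kinetically for 180 s after compound addition; responses flag agonists.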
An asterisk follows results filed as active; ? = inconclusive; . = no result given. A portion of the library. The share of hits here may be higher or lower than overall.

SMILES | D1 PAM | RXFP1 antag | RXFP1 agonist | TRHR enhancer | D2 potentiator | D1 antagonist | D1 agonist | D2 antag | D2 agonist
O=C(O)c1ccc(C=C(c2nc3ccccc3s2)c2nc3ccccc3s2)cc1 | -1 | -23 | -0.9% | 2 | 1 | -11 | 0 | 0 | -0.2
CCOC(=O)C1CCCN(C(=S)NC2CCCCC2)C1 (stereo not drawn) | 1 | -19 | -0.4% | 7 | . | 8 | 1 | . | .
NC(=O)COC(=O)c1ccc(S(=O)(=O)NCc2ccco2)cc1 | -8 | -8 | -0.1% | -2 | -5 | -1 | 4 | 3 | 4.7
CCOC(=O)CSc1ccc(S(=O)(=O)N2CCCCC2)cc1[N+](=O)[O-] | 2 | -6 | 0.8% | -4 | 1 | 5 | 1 | 13 | 1.7
Cc1ccc2[nH]cc(CCNC(=O)C3CCCCC3)c2c1 | -4 | 3 | 0.6% | 1 | -3 | -24 | 6 | 11 | -0.3
Cc1nc2c(-c3ccccc3)cnn2c(N)c1-c1ccccc1 | -2 | -29 | 0.1% | -1 | 10 | -17 | 0 | -22 | 1.8
O=c1c(Cl)c(NCc2ccc(F)cc2)cnn1C12CC3CC(CC(C3)C1)C2 | 14 | -5 | -3.0% | 4 | 11 | -6 | 13 | 5 | -1.2
O=c1[nH]c(SCCOc2ccccc2)nc2ccccc12 | -8 | -7 | 28% | 28 | -5 | -10 | 3 | -6 | 0.1
CC(=O)c1ccc(Nc2nc(C)cc(C)n2)cc1 | 2 | -15 | 1.1% | -10 | 0 | 62 | 4 | -9 | 0.3
O=C1CCc2cc(S(=O)(=O)Nc3ccc(F)cc3)ccc2N1 | -2 | 10 | 0.7% | -5 | 10 | -23 | 4 | 11 | -0.6
CN(C)c1ccc(/C=C(\C#N)C(=O)OCC(=O)N(C)C2CCS(=O)(=O)C2)cc1 (stereo not drawn) | -3 | 2 | -0.3% | -6 | 5 | 2 | 15 | -17 | 8.9
CSc1ccc(/C=N\NC(=O)CNc2ccc(C)cc2)cc1 | -10 | -6 | 0.9% | 0 | 2 | -10 | 0 | 6 | 0.5
COC(=O)c1nn2c(C(F)(F)F)cc(-c3ccc(Br)o3)nc2c1Br | -1 | -4 | 0.5% | 0 | 10 | 15 | 1 | -21 | 0.5
Cc1ccc(NC(=O)c2ccc(C)c(S(=O)(=O)N3CCOCC3)c2)nc1 | 1 | 6 | -0.4% | 13 | 11 | -10 | -1 | -10 | -0.1
O=C1/C(=C/C=C/c2ccco2)SC(=S)N1NS(=O)(=O)c1ccccc1 | -1 | 2 | -2.3% | -3 | 10 | 9 | 5 | 42* | 0.7
CCOc1ccc(N=C2NC(=O)SC2CC(=O)OC)cc1 (stereo not drawn) | 2 | -14 | 1.8% | -2 | 11 | -21 | 2 | -3 | -0.2
C=CCNC(=S)NNC(=O)C(CCC(C)C)CC(C)(C)O (stereo not drawn) | -6 | -10 | 0.1% | -2 | 15 | 2 | 1 | 8 | 0.9
O=C1Nc2ccccc2/C1=N\c1sc2c(c1C(=O)Nc1ccccc1)CCCC2 | 1 | -11 | -0.5% | 3 | -3 | 8 | -2 | 16 | -0.8
COc1ccc(S(=O)(=O)NCC(c2ccco2)S(=O)(=O)c2cccs2)cc1OC (stereo not drawn) | 3 | -3 | 2.6% | 1 | 2 | . | -2 | . | 2.5
Cc1ccc(C2C(C(=O)c3sc(C)nc3C)=C(O)C(=O)N2CCN2CCOCC2)o1 (stereo not drawn) | 5 | -3 | -3.1% | 0 | 2 | 0 | 1 | 4 | -0.5
COc1ccc(Nc2nc(-c3sc(NC(C)=O)nc3C)cs2)cc1 | -2 | . | -2.1% | -12 | -4 | 5 | 1 | -8 | 0.6
N=C1C(c2nc3ccccc3s2)=C(O)CN1C1CCC(O)CC1 (stereo not drawn) | 0 | 5 | -2.9% | 4 | -2 | -2 | 3 | -11 | 0.5
COc1ccccc1/C=C/C(=O)N1CCCC1 | -6 | . | 2.1% | 4 | 8 | -2 | 2 | -1 | 1.2
COc1ccc(OC(C)C(=O)Nc2cccc(F)c2)cc1 (stereo not drawn) | -4 | -14 | -1.0% | 6 | 2 | -1 | 1 | 0 | -1.1
O=C(CSc1nc(O)c(Cc2ccccc2F)c(=O)[nH]1)N1CCCCCC1 | -4 | 13 | 2.4% | -4 | 14 | -6 | 2 | 0 | 0.0
COc1ccc(S(=O)(=O)N2CCCC2CNC(=O)C(=O)NC2CCCCCC2)cc1 (stereo not drawn) | -6 | -18 | -0.1% | 9 | -3 | 16 | 1 | 20 | 31*
Nc1ccc(NC2C[C@@H](C(=O)O)NC2=O)cc1 (stereo partly drawn) | 9 | -2 | 0.4% | -2 | -7 | 2 | -1 | 16 | 2.2
CC(C)(C)N(Cc1ccccc1)C(=O)COC(=O)Cn1cnc2ccccc2c1=O | -3 | -2 | 3.1% | -3 | . | -3 | 1 | . | .
CCOc1ccc(NC(=O)CSc2cn(CC(=O)N3CCOCC3)c3ccccc23)cc1 | -3 | -14 | -0.2% | -5 | 2 | -1 | -1 | . | .
O=C(O)/C=C/c1nc(-c2ccccc2)n2ccccc12 | 2 | -1 | 6.0% | 4 | 8 | 10 | 3 | 10 | -1.1
O=C(NCCCc1ccccc1)C1CCN(C(=O)N2CCOc3ccc(Cl)cc32)CC1 | -4 | -16 | -0.5% | -10 | -13 | -1 | -1 | . | 0.9
O=C(Nc1ccccc1)c1ccccc1NS(=O)(=O)c1ccc(Cl)s1 | -8 | . | -1.1% | -3 | 4 | -35* | 30 | 4 | 2.6
O=C1/C(=C/c2cccnc2)Oc2cc(OS(=O)(=O)c3ccccc3)ccc21 | -3 | ? | -0.7% | -4 | 9 | -18 | 1 | -14 | 0.0
CCOC(=O)c1cnn(CCOC(=O)c2cccs2)c1NC(=O)c1cccs1 | 0 | -1 | -0.5% | -7 | 0 | 12 | 4 | -16 | -0.4
CC(=O)Nc1ccc2c(c1)C(C)(C)C(C)N2C (stereo not drawn) | -3 | -2 | 1.2% | 0 | -1 | -6 | 3 | 2 | -0.2
CC1CC(C)CN(CC(=O)N2CCc3[nH]c4ccccc4c3C2)C1 (stereo not drawn) | 0 | -7 | 1.0% | 1 | 11 | -6 | 9 | . | .
Cc1ccc2cc3cc(C(=O)N4CCN(c5cccc(C(F)(F)F)c5)CC4)sc3nc2c1 | -4 | . | -0.7% | 14 | . | -14 | -1 | . | .
Cc1ccc(C(=O)COC(=O)c2cc(-c3cccs3)nc3ccccc23)cc1 | -2 | . | 7.2% | -4 | 6 | 6 | 9 | . | 1.9
CCC1Cc2c(nc(N)c3c(N)nc(N4CCCCC4)c(C#N)c23)O1 (stereo not drawn) | -5 | -2 | 16% | -14 | -20 | -31* | 0 | 17 | 6.6
Cc1occc1C(=O)NCCCCc1ccccc1 | -2 | 0 | 0.1% | 22 | 6 | 6 | -1 | 3 | 0.8
COc1ccccc1C(=O)Nc1nc2ccc(S(C)(=O)=O)cc2s1 | -4 | -16 | 22% | 0 | 11 | -5 | 2 | 3 | -0.8
CCOc1cc(S(=O)(=O)N2CCCC2)c(C)cc1C | 0 | -33 | -0.3% | 0 | 3 | 26 | 0 | -11 | 2.0
COc1ccc(CN2CCN(Cc3cccc(F)c3)CC2)cc1OC | -8 | -5 | 2.5% | -1 | -10 | 2 | 2 | -1 | 0.7
Cc1ccc(-c2cc(C(=O)Nc3nccs3)c3ccccc3n2)o1 | -10 | . | 3.0% | -3 | 7 | -10 | 2 | -20 | -0.4
COc1ccccc1C(=O)OCc1cc(=O)n2c(C)csc2n1 | -6 | . | 5.1% | 3 | -9 | 1 | 1 | . | -0.9
COC(=O)c1cc(=O)[nH]c(SCc2cccc(C)c2)n1 | -2 | . | 4.4% | 0 | 9 | 10 | -2 | -15 | 0.2
CCOc1ccc(NS(=O)(=O)c2cc(C(=O)N3CCC3)ccc2Cl)cc1 | -2 | -2 | 1.6% | 4 | . | 1 | 2 | . | .
O=C(Nc1ncn[nH]1)c1cc(S(=O)(=O)Nc2cccc(C(F)(F)F)c2)ccc1Cl | -6 | -25 | 4.3% | -2 | -6 | 8 | 2 | 13 | -0.2
CCN(C(=O)CSc1ccc(S(=O)(=O)N2CCOCC2)cn1)c1ccccc1 | -6 | -4 | -0.1% | 8 | 7 | 8 | 7 | -20 | -0.5

At a glance, 12 of the compounds above:
SMILES | D1 PAM | RXFP1 antag | RXFP1 agonist | TRHR enhancer | D2 potentiator | D1 antagonist | D1 agonist | D2 antag | D2 agonist
Cc1ccc(C(=O)COC(=O)c2cc(-c3cccs3)nc3ccccc23)cc1 | -2 | . | 7.2% | -4 | 6 | 6 | 9 | . | 1.9
CCC1Cc2c(nc(N)c3c(N)nc(N4CCCCC4)c(C#N)c23)O1 (stereo not drawn) | -5 | -2 | 16% | -14 | -20 | -31* | 0 | 17 | 6.6
Cc1occc1C(=O)NCCCCc1ccccc1 | -2 | 0 | 0.1% | 22 | 6 | 6 | -1 | 3 | 0.8
COc1ccccc1C(=O)Nc1nc2ccc(S(C)(=O)=O)cc2s1 | -4 | -16 | 22% | 0 | 11 | -5 | 2 | 3 | -0.8
CCOc1cc(S(=O)(=O)N2CCCC2)c(C)cc1C | 0 | -33 | -0.3% | 0 | 3 | 26 | 0 | -11 | 2.0
COc1ccc(CN2CCN(Cc3cccc(F)c3)CC2)cc1OC | -8 | -5 | 2.5% | -1 | -10 | 2 | 2 | -1 | 0.7
Cc1ccc(-c2cc(C(=O)Nc3nccs3)c3ccccc3n2)o1 | -10 | . | 3.0% | -3 | 7 | -10 | 2 | -20 | -0.4
COc1ccccc1C(=O)OCc1cc(=O)n2c(C)csc2n1 | -6 | . | 5.1% | 3 | -9 | 1 | 1 | . | -0.9
COC(=O)c1cc(=O)[nH]c(SCc2cccc(C)c2)n1 | -2 | . | 4.4% | 0 | 9 | 10 | -2 | -15 | 0.2
CCOc1ccc(NS(=O)(=O)c2cc(C(=O)N3CCC3)ccc2Cl)cc1 | -2 | -2 | 1.6% | 4 | . | 1 | 2 | . | .
O=C(Nc1ncn[nH]1)c1cc(S(=O)(=O)Nc2cccc(C(F)(F)F)c2)ccc1Cl | -6 | -25 | 4.3% | -2 | -6 | 8 | 2 | 13 | -0.2
CCN(C(=O)CSc1ccc(S(=O)(=O)N2CCOCC2)cn1)c1ccccc1 | -6 | -4 | -0.1% | 8 | 7 | 8 | 7 | -20 | -0.5
